Screens as filed in PubChem BioAssay.
PAX8 reporter – PAX8 transcriptional activity inhibition; RMG-I TPO-luciferase reporter, SteadyGlo, 24 h; inhibition, % at 12.6 µM; 360,000 tested, 1.2% active; AID 652154;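 active means mean replicate inhibition at least 60% with every replicate also reaching 60%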;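 further: luciferase light reporting Pax8 driven TPO promoter activity; plate controls were median of neutral control wells for no effect and mitoxantrone controls for full effect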
Cneo AK release – Cryptococcus neoformans lysis via adenylate kinase release | C. neoformans lysis, adenylate kinase release luminescence, 4 h; normalised: neutral wells 0, clomiphene wells 100 | lysis activity, % at 15 µM | 360,000 tested, 0.2% active;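 active means mean lysis activity across replicates of at least 80%, whatever share of replicates individually reach that level; inactive means mean lysis activity below 80%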
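Material: C. neoformans cells | Amount: Yeast cell density of 5 × 10^6 cells/mL | Medium: Fresh YPD growth medium | Dosing: Single dose | Times: Static 4 h at 37 °C with compound, 1 h detection | Detection: AK luminescence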
CASP6 VEID inh – caspase-6 (human) enzyme inhibition. P55212. purified caspase-6, Z-VEID-R110 cleavage fluorescence. inhibition, % at 12.5 µM. 350,000 tested, 0.53% active. AID 686996;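 active means mean inhibition across replicates at least about 35%, with every replicate also reaching that limit, limit read from the data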;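 further: 0% = median of neutral control wells and 100% = no fluorescence left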
Target sequence (P55212 24-179 limits assumed): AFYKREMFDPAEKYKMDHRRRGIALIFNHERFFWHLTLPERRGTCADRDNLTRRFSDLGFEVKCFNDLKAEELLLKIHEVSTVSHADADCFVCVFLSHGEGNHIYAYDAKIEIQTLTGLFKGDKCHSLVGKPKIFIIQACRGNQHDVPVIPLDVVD
Target sequence (P55212 194-293 limits assumed): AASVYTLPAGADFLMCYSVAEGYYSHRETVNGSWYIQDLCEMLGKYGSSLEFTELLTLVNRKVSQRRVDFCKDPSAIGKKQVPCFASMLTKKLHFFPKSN
EWS-Fli inh – EWS/Fli transcriptional activity inhibition; A673 NR0B1-luciferase reporter, viability-normalised; inhibition, % at 12.6 µM; 350,000 tested, 0.67% active; AID 651661;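 active means mean inhibition of at least 50% after viability correction, with every replicate also passing that limit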;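 further: firefly luciferase signal divided by Alamar Blue viability fluorescence both relative to DMSO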
miR122 inh – inhibitors of miR-122 in Huh7 cells | Huh7 miR-122 Renilla luciferase sensor, 48 h; neutral wells = 0, positive control = 100 | activation (reporter increase), % at 12.5 µM | 340,000 tested, 0.3% active | AID 602342;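 active means mean replicate activation score at least 90 and every replicate individually at or above 90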;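 further: higher luciferase means less miR-122 activity so hits act as miR-122 inhibitors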
PGC1a acetyl inh – lowers PGC1a acetylation signal in U2OS cells | inhibition, % at 15.6 µM | 350,000 tested, 0.17% active | AID 651687 | AlphaScreen anti-acetyl-lysine; with virally co-expressed GCN5 acetyltransferase;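 active means every replicate shows inhibition of at least 40%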;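 further: 0% = neutral control wells and 100% = positive control wells; some results beyond the cut were filed as inactive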
LGR2 antag – blocks bursicon-induced cAMP signaling via Drosophila LGR2; HEK293 LGR2, CRE-luciferase, bursicon-stimulated, 4 h; inhibition, % at 9.99 µM; 380,000 tested, 0.35% active;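 active means drop in luminescence signal, shown as inhibition above about 50% in the replicate tests, limit read from the data, passing the limit was not always enough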;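 further: agonist challenge used bursicon conditioned medium at about half maximal strength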
FN deposition inh – fibronectin deposition inhibition | AH1F fibroblasts, Alexa488-fibronectin deposition fluorescence, overnight | 350,000 tested, 0.086% active | inhibition, % at 12.6 µM;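 active means mean inhibition across replicates of 30% or more, regardless of how many single replicates reach that level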;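 further: positive control wells lacked labelled fibronectin entirely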
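Assay system: AH1F fibroblast monolayer, labelled fibronectin deposition. Amount: 10000 cells per well. Also added: labelled fibronectin 24 nM. Compound: single-point pinned compound. Incubation: cell attachment 1 h, compound and FN exposure overnight. Detection: fluorescence after three HBSS washes, excitation 485 nm, emission 525 nm. Read-out: inhibition of fibronectin deposition signal.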
* hit, by the source's call; . = not tested or not shown; [ ] = remark or other dose. Rows were taken by chance. Share with any hit: about 2.5%.

SMILES	PAX8 reporter	Cneo AK release	CASP6 VEID inh	EWS-Fli inh	miR122 inh	PGC1a acetyl inh	LGR2 antag	FN deposition inh
C[C@H]1CN([C@@H](C)CO)C(=O)c2cc(NS(=O)(=O)c3ccccc3)ccc2O[C@H]1CN(C)CC1CCCCC1	2	4	0	6	-2[16.7 µM]	-4	0	.
CCCNC(=O)N(C)C[C@@H]1Oc2cc(-c3ccccc3)ccc2S(=O)(=O)N([C@@H](C)CO)C[C@@H]1C	-12	-4	-6	-6	28[16.7 µM]	-13	1	.
CC(C)(C)c1ccc(NC(=O)CN2C(=O)NC(C)(C3CC3)C2=O)cc1 (configuration not stated)	-13	2	0	3	21	-6	-6	2
CO[C@H]1CN(C)C(=O)c2ccc(NC(=O)C3CC3)cc2OC[C@H](C)N(C(=O)c2ccncc2)C[C@H]1C	4	0	3	-2	.	-5	1	2
Cc1noc(C)c1NC(=O)N(C)C[C@@H]1Oc2ccc(NC(=O)Nc3ccc4c(c3)OCO4)cc2C(=O)N([C@@H](C)CO)C[C@H]1C	.	2	3	-7	-5[16.7 µM]	-4	0	.
C[C@H](CO)N1C[C@H](C)[C@H](CN(C)Cc2ccccc2)Oc2ccc(NC(=O)CCC(F)(F)F)cc2C1=O	4	-3	0	-3	0[16.7 µM]	14	-8	.
CN1CCN(c2ccc(Cl)cc2NC(=O)c2cccc(S(=O)(=O)N(C)C)c2)CC1	.	-2	-1	10	-5	-8	6	.
COC(c1ccccc1)c1nnc(CCC(=O)NCc2ccc3ncccc3c2)o1 (configuration not stated)	-6	.	-1	16	.	.	6	7
COc1ccc([Si](C)(C)[C@H]2[C@H](CCO)O[C@@]3(C(=O)N(Cc4cccc(NC(=O)[C@H](C)O)c4)c4ccccc43)[C@@H]2C)cc1	86*	38	-2	17	.	-16	.	.
Cc1cc(C)c(-n2nnnc2SCC(=O)c2cc3ccccc3o2)c(C)c1	-12	-2	-3	20	0	8	-5	3
CCN(CC(=O)Nc1cc(Cl)ccc1C)C(=O)Cc1ccsc1	8	0	-1	4	-8	-12	2	-3
CCOC(=O)C1(C)CCCN1C(=O)c1cccc2ccccc12 (configuration not stated)	5	-5	-1	5	1	0	23	9
CC(C)(C)c1ccc(OCCCC(=O)Nc2ccc(S(N)(=O)=O)cc2)cc1	-7	-2	3	5	-3	-14	.	-1
CSc1nnc(Cc2ccc3c(c2)OCO3)o1	-27	-1	.	.	-6	5	.	-3
CC(C(=O)NCC1CCCCC1)N1CCN(S(=O)(=O)c2cccs2)CC1 (configuration not stated)	3	-1	-26	2	-5	3	-7	3
CS(=O)(=O)N(CC(=O)NC1CCCC1)c1ccc(Oc2ccccc2)cc1	-18	.	2	0	.	.	-4	-4
CO[C@H]1CN(C)C(=O)c2cc(NC(=O)C3CC3)ccc2OC[C@H](C)N(CC2CCOCC2)C[C@H]1C	-5	-10	2	-8	.	-6	1	-3
Cc1ccc(OCC(=O)NCCNC(=O)c2ccncc2)cc1	-6	0	1	4	.	.	5	8
CCCOC(=O)Nc1nc2ccccc2o1	-119	-1	.	.	12	-4	.	-1
Cc1ccccc1NC(=S)NC(=O)/C=C/c1ccco1	-1	1	9	-3	7	4	10	-4
NC(=O)c1ccc(N2CCN(c3ccccc3F)CC2)c([N+](=O)[O-])c1	-13	.	17	6	.	.	5	0
NC1C=CC=C(C(=O)O)C1 (configuration not stated)	-1	1	.	-8	-5	.	11	0
CCn1c(SCC(=O)N2CCCC2=O)nc2ccccc21	1	-1	-2	2	3	8	-6	.
CCC(=O)Nc1ccc2c(c1)C(=O)N(C)C[C@H](OC)[C@@H](C)CN(Cc1cccnc1)[C@@H](C)CO2	.	0	1	-5	1[16.7 µM]	5	0	-15
OCCC1CN(Cc2ccc(Oc3ncccn3)cc2)CCN1C1CCCCC1 (configuration not stated)	-4	.	0	-3	-1	-7	2	-1
CSc1nc(NCCN(C)C)c2sc3nc(-c4ccco4)c4c(c3c2n1)CCC4	7	0	-64	30	-29	6	.	-2
Cc1cc(C=O)sc1[B-](F)(F)F	-2	2	-1	7	-2	4	17	1
CCc1ccccc1NC(=O)c1cc(=O)c2ccccc2o1	-12	0	1	-12	-1	-15	-7	-1
CCOC(=O)[C@]12CCCC=C1N(CCc1ccc(OC)c(OC)c1)C(=O)[C@H](CC(=O)NCC13CC4CC(CC(C4)C1)C3)C2	21	.	-2	5	.	.	18	3
CCc1ccc([C@@H]2CC=C(C(=O)O)[C@H](c3ccc(C)cc3)N2S(=O)(=O)c2ccc(C)cc2)cc1	-6	-1	14	-2	-1	-5	24	2
O=C(NS(=O)(=O)c1ccccc1[N+](=O)[O-])c1ccccc1	-11	0	-3	.	.	.	2	.
CC(C)NC(=O)N1CCCCN2[C@H](C1)[C@H](c1ccc(C#Cc3ccccc3F)cc1)[C@@H]2CO	26	2	4	-4	-7[16.7 µM]	-7	-15	.
COC(=O)[C@H](Cc1ccc(O)cc1)NC(=O)Cn1cnc2c(NCc3ccccc3)ncnc21	-2	-3	3	-3	0	-4	-17	3
COCC(=O)Nc1ccc2c(c1)[C@@H]1C[C@@H](CC(=O)NCc3cccnc3)O[C@@H](CO)[C@@H]1O2	-6	3	0	1	-3[16.7 µM]	4	-4	.
O=C(NCc1ccco1)c1nn(-c2ccccc2)c(=O)c2ccccc12	0	-1	.	.	-11	4	.	.
COc1ccc(C(=O)OC(C)C(=O)NCC2CCCCC2)cc1S(=O)(=O)N1CCOCC1 (configuration not stated)	1	-4	0	-1	.	.	-4	0
Cc1ccc(CNC(=O)c2ccc(N3CCC4(CC3)CC(c3ccccc3)=NO4)c(NC(=O)c3cccc(C)c3)c2)cc1	7	0	-2	6	1	-4	-9	-16
Cc1onc(-c2ccccc2Cl)c1C(=O)N1CCCc2ccccc21	.	0	6	1	2	-23	0	.
COc1ccc(-n2nc(C(=O)NCC(=O)NCCCN3CC(C)CC(C)C3)c3ccccc3c2=O)cc1OC (configuration not stated)	-1	-1	-24	-4	-7	-20	10	-9
O=C(Cn1nc(C(=O)O)c2ccccc2c1=O)Nc1ccc(F)cc1F	4	-2	0	2	-4	15	0	-3
O=C(NCCC(=O)N(Cc1ccco1)Cc1cccs1)c1ccc(Br)cc1	7	3	-116	11	2	0	16	-3
CN(C)CCOC(=O)CC12CC3CC(C1)CC(CC(=O)OCCN(C)C)(C3)C2	12	1	-13	4	.	.	15	-6
COc1cccc(Cn2c(NCC(C)C)nc3c2c(=O)n(C)c(=O)n3C)c1	5	2	.	.	2	.	.	3
O=C(CNC(=O)c1ccccc1F)NCc1cccnc1	-12	-1	-2	0	3	0	13	-1
COc1ccc(CN(C)C[C@H]2Oc3ccc(NS(=O)(=O)c4ccc(OC)cc4)cc3C(=O)N([C@@H](C)CO)C[C@@H]2C)cc1	.	51	.	0	-5[16.7 µM]	4	-1	.

A draw from above in order of SMILES length, low to high.
SMILES	PAX8 reporter	Cneo AK release	CASP6 VEID inh	EWS-Fli inh	miR122 inh	PGC1a acetyl inh	LGR2 antag	FN deposition inh
Cc1cc(C=O)sc1[B-](F)(F)F	-2	2	-1	7	-2	4	17	1
CSc1nnc(Cc2ccc3c(c2)OCO3)o1	-27	-1	.	.	-6	5	.	-3
O=C(CNC(=O)c1ccccc1F)NCc1cccnc1	-12	-1	-2	0	3	0	13	-1
CCOC(=O)C1(C)CCCN1C(=O)c1cccc2ccccc12 (configuration not stated)	5	-5	-1	5	1	0	23	9
O=C(NS(=O)(=O)c1ccccc1[N+](=O)[O-])c1ccccc1	-11	0	-3	.	.	.	2	.
Cc1cc(C)c(-n2nnnc2SCC(=O)c2cc3ccccc3o2)c(C)c1	-12	-2	-3	20	0	8	-5	3
CS(=O)(=O)N(CC(=O)NC1CCCC1)c1ccc(Oc2ccccc2)cc1	-18	.	2	0	.	.	-4	-4
CC(C)(C)c1ccc(OCCCC(=O)Nc2ccc(S(N)(=O)=O)cc2)cc1	-7	-2	3	5	-3	-14	.	-1
NC(=O)c1ccc(N2CCN(c3ccccc3F)CC2)c([N+](=O)[O-])c1	-13	.	17	6	.	.	5	0
COc1ccc(C(=O)OC(C)C(=O)NCC2CCCCC2)cc1S(=O)(=O)N1CCOCC1 (configuration not stated)	1	-4	0	-1	.	.	-4	0
CCC(=O)Nc1ccc2c(c1)C(=O)N(C)C[C@H](OC)[C@@H](C)CN(Cc1cccnc1)[C@@H](C)CO2	.	0	1	-5	1[16.7 µM]	5	0	-15
CO[C@H]1CN(C)C(=O)c2ccc(NC(=O)C3CC3)cc2OC[C@H](C)N(C(=O)c2ccncc2)C[C@H]1C	4	0	3	-2	.	-5	1	2
COc1ccc(CN(C)C[C@H]2Oc3ccc(NS(=O)(=O)c4ccc(OC)cc4)cc3C(=O)N([C@@H](C)CO)C[C@@H]2C)cc1	.	51	.	0	-5[16.7 µM]	4	-1	.
COc1ccc([Si](C)(C)[C@H]2[C@H](CCO)O[C@@]3(C(=O)N(Cc4cccc(NC(=O)[C@H](C)O)c4)c4ccccc43)[C@@H]2C)cc1	86*	38	-2	17	.	-16	.	.

The results go on:
SMILES	PAX8 reporter	Cneo AK release	CASP6 VEID inh	EWS-Fli inh	miR122 inh	PGC1a acetyl inh	LGR2 antag	FN deposition inh
CN1C(=O)COc2ccc(C(=O)c3ccccc3C(=O)O)cc21	-1	4	.	.	0	2	-15	9
CN(C)CCCNC(=O)C[C@@H]1CC[C@H](NC(=O)Cc2cccnc2)[C@@H](CO)O1	-5	-3	2	0	.	-5	18	13
CCOC(=O)C1CCCN(C(=O)c2cccc(S(=O)(=O)N3CC(C)OC(C)C3)c2)C1 (configuration not stated)	-2	0	0	-11	-3	-1	10	5
O=C(C1CCOCC1)N1C[C@@H]2N[C@H](C1)C2c1ccc(-c2cccc(F)c2)cc1 (some centres not stated)	-1	.	-1	10	.	-2	1	9
